# From PubChem BioAssay
# zfTRPN1 agonist – zebrafish TRPN1 channel agonists, primary screen, cell-based, HEK293, calcium fluorescence; transient receptor potential cation channel N1 (TRPN1/NompC), Danio rerio; HEK293 zebrafish TRPN1-YFP, Fluo-8 calcium fluorescence; 100% = response to 87 µM carbachol; activation, % at 3 µM; hit rate 0.18% among 220,000; AID 1424, 2008;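 active = activation above its plate's cutoff, the mean activation of test wells on that plate plus 3 SD, cut at about 19% in these data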;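 note: 0% = DMSO alone and 100% = 87 µM carbachol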
#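 Material – zebrafish TRPN1-YFP in HEK293 cells · Doses – 3 µM single point · Schedule – dye 1 h 37 °C plus 30 min RT · Signal – Fluo-8 calcium fluorescence, excitation 470-495 nm, emission 515-575 nm · Read-out – % activation versus carbachol response · Control set – carbachol high, DMSO low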
# Runt-SMMHC FRET – inhibitors of RUNX1 Runt–CBFb-SMMHC binding, primary screen, biochemical, FRET, Cerulean-Runt, Venus-CBFb-SMMHC, uHTS; Runt-related transcription factor 1 (Homo sapiens) + Core-binding factor subunit beta …; Cerulean-Runt/Venus-CBFb-SMMHC FRET ratio 530/480, 1 h; inhibition, % at 20 µM; hit rate 0.74% among 220,000;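 active = mean inhibition across duplicate retests at 20 µM reaching about 50%, limit read from the data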;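 note: 0% = DMSO wells and 100% = wells with excess untagged CBFb-SMMHC; inhibitors lower the FRET ratio by blocking Runt binding to CBFb-SMMHC; some results filed as inactive read as strong as hits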
# Target sequence (Q01196 whole entry, looked up): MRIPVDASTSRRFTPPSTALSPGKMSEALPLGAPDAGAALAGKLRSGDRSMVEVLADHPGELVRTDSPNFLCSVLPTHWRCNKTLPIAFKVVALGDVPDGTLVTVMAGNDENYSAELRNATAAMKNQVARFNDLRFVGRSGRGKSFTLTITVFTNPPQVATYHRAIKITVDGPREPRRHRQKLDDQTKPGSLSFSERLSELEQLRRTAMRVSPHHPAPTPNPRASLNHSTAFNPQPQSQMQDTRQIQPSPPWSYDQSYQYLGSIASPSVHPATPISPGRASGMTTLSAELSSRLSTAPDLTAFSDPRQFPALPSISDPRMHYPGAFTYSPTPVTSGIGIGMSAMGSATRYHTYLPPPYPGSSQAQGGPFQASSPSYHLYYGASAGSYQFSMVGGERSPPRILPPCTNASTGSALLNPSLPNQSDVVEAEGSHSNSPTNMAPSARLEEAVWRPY
# Target sequence (Q13951 whole entry, looked up): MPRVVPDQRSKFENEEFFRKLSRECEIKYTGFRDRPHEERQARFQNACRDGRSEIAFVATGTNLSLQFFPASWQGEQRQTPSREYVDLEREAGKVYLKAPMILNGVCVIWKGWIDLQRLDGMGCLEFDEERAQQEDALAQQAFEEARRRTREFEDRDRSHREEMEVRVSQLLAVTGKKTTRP
# NCF1 inh – p47phox/p22phox peptide binding inhibitors, primary screen, biochemical, uHTS, NADPH oxidase regulatory subunit | fluorescence polarization, 2 h | inhibition, % at 24.7 µM | hit rate 0.53% among 220,000 | AID 1274, 2008;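 active = inhibition above about 30%, limit read from the data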;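 note: 0% = p47phox with labelled peptide and 100% = labelled peptide alone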
# Target sequence (P14598 whole entry, looked up): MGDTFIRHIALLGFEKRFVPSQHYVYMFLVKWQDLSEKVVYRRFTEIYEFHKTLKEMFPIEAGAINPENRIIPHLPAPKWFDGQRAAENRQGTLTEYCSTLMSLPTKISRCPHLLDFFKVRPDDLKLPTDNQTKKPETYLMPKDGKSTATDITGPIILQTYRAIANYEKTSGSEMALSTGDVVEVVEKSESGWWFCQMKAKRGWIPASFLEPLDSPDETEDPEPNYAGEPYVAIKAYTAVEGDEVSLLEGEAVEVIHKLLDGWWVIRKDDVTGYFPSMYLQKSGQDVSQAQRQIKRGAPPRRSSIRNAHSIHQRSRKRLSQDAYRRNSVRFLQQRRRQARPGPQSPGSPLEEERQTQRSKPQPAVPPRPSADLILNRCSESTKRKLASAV
# TRPML3 ag – human TRPML3 channel agonists, primary screen, cell-based, HEK293 TRPML3-YFP, Fluo-8 calcium fluorescence, 3 µM. hit rate 0.29% among 220,000. 100% = the carbachol control signal. activation, % at 3 µM. Mucolipin-3 (Homo sapiens), Q8TDD5;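 active = activation above its plate's cutoff, the mean activation of the plate's test wells plus 3 SD, cut at about 12% in these data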;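 note: 0% = DMSO only wells and 100% = carbachol wells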
#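 system = HEK293 cells stably carrying human TRPML3-YFP | doses = one concentration, 3 µM nominal, 0.3% DMSO | timing = dye loading 1 h 37 °C then 30 min ambient, 125 s read | detection = Fluo-8 calcium dye fluorescence, ex 470-495, em 515-575 nm | benchmarks = high control carbachol 87 µM, low control DMSO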
# PPC-1+TRAIL kill – compounds killing PPC-1 cancer cells with TRAIL present, primary screen, TRAIL potentiator project, ATPLite luminescence, uHTS; PPC-1 cells + TRAIL, ATPLite viability luminescence; cell killing (% activity), % at 4 µM; hit rate 0.41% among 220,000; AID 1443, 2008;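 active = cell killing above 50% in the first pass at 4 µM, then a duplicate retest at 5 µM averaging 50% or more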;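 note: plate controls were cells with TRAIL plus DMSO for no effect and medium-only wells lacking cells for full effect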
# EBV gp42 block – Epstein-Barr virus gp42 inhibitors, primary screen, biochemical, uHTS, fluorescence polarization; Glycoprotein 42 (Epstein-Barr virus (strain AG876)), Q1HVG2; Fluorescence polarization binding assay, mP read-out; inhibition, % (tested at 21.74 µM); hit rate 0.42% among 220,000; AID 1085, 2008; in the data active = inhibition above about 50%
# CHOP inhibitor – inhibitors of CHOP promoter induction, primary screen, cell-based, unfolded protein response, luciferase reporter; CHO-K1 CHOP-promoter luciferase, tunicamycin-induced, 15-18 h; inhibition, % at 10 µM; hit rate 3.8% among 220,000; AID 2732, 2010;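 active = compounds that reduced the stress-induced luciferase reporter signal by more than about 70% of percent inhibition, limit read from the data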;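 note: 0% = tunicamycin plus vehicle and 100% = wells without tunicamycin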
# MDM2 E3 inh – MDM2-luciferase reporter signal enhancers, primary screen, MDM2 E3 ligase inhibitor project, cell-based, luminescence, 1536-well; hit rate 0.11% among 210,000; cell-based MDM2 ubiquitination luciferase reporter, 2 h; 0 = plate control, 100 = twice control, blank-subtracted; signal enhancement, % at 5 µM; E3 ubiquitin-protein ligase Mdm2 (Homo sapiens), Q00987;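 active = signal enhancement of 30% or more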;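 note: luminescence tracks abundance of the self-degrading MDM2-luciferase fusion protein; higher signal means inhibition of MDM2 E3 ligase activity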
#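 System: stable MDM2–luciferase fusion reporter cells / Input: 2000 cells seeded into each well / Schedule: 4 h settle plus 2 h compound, 37 °C / Compound: single-point 5 µM / Buffer or medium: cells held in DMEM / Benchmarks: control and blank well means / Evaluation: percent signal gain over controls, blank-subtracted / Measured by: luciferase luminescence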
# TNF death inh – inhibitors of TNF-alpha triggered necroptosis, primary screen, cell-based, Jurkat FADD-/-, single concentration; Jurkat FADD-/- TNF necroptosis rescue, ATP luminescence, 24 h; 0 = TNF only, 100 = no-TNF cells; activation (protection from cell death), % at 10 µM; hit rate 0.068% among 220,000; AID 463075, 2010;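 active = activation, meaning protection from cell death, of at least 50% relative to plate controls; inactive = activation below 50%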;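 note: necroptosis triggered by 40 ng/mL TNF-alpha added together with compound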
# * marks the source's active call; other numbers are inactive results; / = not tested or not shown.
SMILES	Runt-SMMHC FRET	CHOP inhibitor	NCF1 inh	MDM2 E3 inh	EBV gp42 block	TNF death inh	zfTRPN1 agonist	TRPML3 ag	PPC-1+TRAIL kill
Nn1cnnc1N/N=C/c1ccc(Cl)c([N+](=O)[O-])c1	-1	7	0	-7	2	-0.8	1.4	1.0	18
COc1ccc(OC)c(C2(O)CSC(=Nc3cccnc3)N2Cc2ccco2)c1 (centres undefined)	-5	-7	-12	-26	-7	-3.3	-3.4	-1.6	15
NC(=S)Cc1nc(-c2ccccc2)cs1	-4	-3	-10	-4	-12	-0.1	1.8	0.7	26
COc1cc(C(=O)N2CCN(S(=O)(=O)c3ccc(C)cc3)CC2)ccc1OCc1c(C)noc1C	3	12	-4	-11	-15	-1.2	4.5	-0.6	-3
CCN(CCCNC(=O)Cn1ncc2c(=O)oc3ccccc3c21)c1cccc(C)c1	-6	69	-13	-3	-1	-2.3	2.9	0.3	25
CN(C)c1cc[nH]c(=O)c1C#N	-1	15	-8	-16	2	0.8	0.9	0.5	23
Cc1ccc(SCC(=O)Nc2cc(C)on2)cc1	-2	26	-9	-7	-5	13	-1.0	-0.8	1
O=C(N/C(=C\c1ccccc1Cl)C(=O)N1CCOCC1)c1ccc([N+](=O)[O-])cc1	2	-13	13	-4	-6	0.1	0.0	0.0	1
Cc1cccc(C)c1NC(=O)CS(=O)CC(=O)Nc1ccc(F)cc1F (centres undefined)	2	20	-5	-27	-3	-0.8	-0.8	-0.5	19
COc1ccc(O)c(-c2c(-c3ccc(Cl)cc3)n[nH]c2C)c1	4	31	-2	1	0	0.9	0.4	0.2	4
CCC1(C(=O)c2ccc(Cl)cc2)C2c3ccccc3OC(=O)C21C(=O)Nc1ccccc1 (centres undefined)	-1	78*	-2	-7	5	1.1	-1.6	0.0	-4
CCn1c(CSc2ncccn2)nnc1SCC(=O)N1CCc2ccccc21	0	14	-12	-11	-19	-4.3	-0.2	-0.1	-1
O=C(Nc1ccc(N2CCOCC2)cc1)C1CCN(S(=O)(=O)Cc2ccccc2)CC1	-3	19	-2	-5	2	0.9	0.1	-0.7	6
O=C1N(Nc2ccccc2)C(c2ccc(Br)cc2)C12CCCCC2 (centres undefined)	3	73*	-7	-7	-19	-1.3	-0.2	0.4	-15
Cc1ccc(S(=O)(=O)c2nc(C)c3c(n2)CCC3)cc1	-5	-17	-6	-9	-4	-3.8	-1.8	0.8	2
Cc1ccc(NC(=O)CSc2ccc(-c3ccccn3)nn2)cc1	0	22	-8	2	-9	0.6	3.7	1.9	-11
CCCNC(=O)CN(C)CC(=O)Nc1ccccc1C#N	4	-2	16	-10	-14	-0.3	0.3	0.0	6
O=c1oc(-c2ccc([N+](=O)[O-])cc2)nc2ccc(O)cc12	-1	9	-3	-1	-6	-2.5	0.8	0.1	23
Cc1ccc(-c2cc[n+](Cc3ccccc3)cc2)cc1	0	14	16	-4	-4	-1.8	1.1	0.5	3
N#CCSc1nnc(-c2ccc3c(c2)OCO3)o1	-6	-4	/	-4	-10	-0.8	-0.2	0.5	15
O=C(NC(=S)N1CCOCC1)c1ccc([N+](=O)[O-])cc1	-2	-7	0	-15	-10	0.8	-0.4	0.2	3
CCOC(=O)CN(C(=O)CSc1nnc(-c2ccc(OC)c(OC)c2)o1)c1ccccc1	6	11	1	-12	-17	-0.1	1.5	0.7	-6
Cc1ccc2c(c1)nnn2C1CCN(CC(=O)Nc2ccc(F)cc2)CC1	-1	20	7	/	-5	2.5	2.1	0.2	10
Cn1c(=O)c2c(nc(SCC(=O)O)n2Cc2cc3c(cc2Cl)OCO3)n(C)c1=O	5	-6	-5	-18	-7	1.3	-0.4	0.7	11
Cc1[nH]nc(SCC(=O)N2CCCCCC2)c1[N+](=O)[O-]	-3	21	-16	-8	-10	0.3	2.2	0.9	15
COc1ccc(NC(=O)CSc2nnc(-c3ccco3)n2C)cc1	-1	-13	-4	-17	-17	0.0	1.6	0.1	21
Cc1noc(N)c1C1(O)C(=O)Nc2c(Cl)cc(Cl)cc21 (centres undefined)	2	18	-7	5	-14	-0.4	0.3	0.9	-8
CCOC(=O)C1CN(S(=O)(=O)c2ccc(F)cc2)C1	-2	1	0	-10	-7	-2.1	0.8	-0.3	13
CC(=O)OC(C(=O)NCS(=O)(=O)c1ccc(C)cc1)c1cccnc1 (centres undefined)	2	-7	-6	-15	-7	-1.8	0.6	0.0	-8
CCOC(=O)C1=C(c2ccccc2)Nc2ncnn2C1c1ccc(OC)c(OC)c1OC (centres undefined)	-3	7	3	-1	-29	-1.7	-0.5	0.1	6
COc1ccc(Cl)cc1NC(=O)Nn1cnnc1	2	-9	-5	-4	4	0.7	3.2	0.7	-23
CCOc1ccc(NC(=O)C(=O)N/N=C\c2ccc(CNS(=O)(=O)c3ccccc3)o2)cc1	-1	45	13	-7	-6	5.0	2.4	0.7	0
CCOC(=O)c1[nH]c(C)c(C(=O)OCC(=O)N2CC(=O)Nc3ccccc32)c1C	2	11	3	1	-14	3.5	1.6	-0.2	1
Cc1cc(C)n(-c2cc(C(C)(C)C)nc3c(-c4ccc(Cl)cc4)cnn23)n1	-16	43	-3	-9	-3	-0.6	1.2	-0.3	10
CCN(CC(=O)NC1CCS(=O)(=O)C1)S(=O)(=O)c1ccccc1 (centres undefined)	-4	15	-5	-11	-14	1.5	1.0	0.9	12
COc1ccccc1NS(=O)(=O)c1ccc(O)c(C(=O)OCC(=O)N2c3ccccc3CC2C)c1 (centres undefined)	-2	37	-12	1	-4	2.6	1.8	-0.1	-10
NNC(=O)CCc1ccc(S(=O)(=O)N2CCOCC2)cc1	-2	29	-12	4	-3	0.8	0.1	1.1	-1
C=C1c2ccccc2S(=O)(=O)N(Cc2ccccc2)C1COCc1ccccc1 (centres undefined)	-1	-2	0	4	-28	3.5	/	/	-2
O=C(COc1ccccc1)N(Cc1ccccc1)c1nc(-c2ccccc2)cs1	4	47	7	-4	-3	-0.3	0.3	0.9	9
O=C(OCC(=O)N1CCN(C(=O)c2ccco2)CC1)c1cn(-c2ccccc2)nc1-c1ccccc1	-8	4	-23	-19	-7	-11	0.0	-0.4	6
COc1ccc(CCNc2ncnc3nc[nH]c23)cc1OC	-3	49	8	-18	3	-3.1	5.3	1.9	21
COc1ccc(Nc2cc(=O)n(-c3ccccc3)c3c2c(=O)n(C)c(=O)n3C)cc1	0	7	-2	-12	-6	-3.4	-0.5	0.8	-2
CCOC(=O)C(Cc1ccccc1)C(=O)Nc1cccc2ccccc12 (centres undefined)	0	24	-20	-6	9	1.0	-1.4	-1.1	18
Cn1c(=O)c2c(nc(NCc3ccco3)n2Cc2ccc(Cl)cc2Cl)n(C)c1=O	-2	31	3	-10	16	-3.1	1.6	0.7	16
Cc1ccc(N2CC(=O)N(NC(=O)CN3CCN(c4ccccc4)CC3)CC2=O)cc1	-2	12	-3	-6	-3	-0.3	-0.3	1.0	12
O=C(c1cc2sccc2n1Cc1ccccc1)N1CCN(c2nc3ccccc3s2)CC1	-3	71*	-15	-29	-5	-5.3	2.6	1.2	-1
CCn1c(SCC(N)=O)nc2ccccc2c1=O	-7	39	14	0	-3	-0.7	-0.1	0.7	0
CSc1ccc(Cl)c(C(=O)OCC(=O)NCC(C)C)c1	-2	-1	-5	-6	-10	-0.3	-2.1	-0.3	-11
Cc1cc(OCC(=O)Nc2ccc(N3CCCC3)cc2)cc(C)c1Cl	0	57	1	-6	-18	0.1	-1.2	1.0	17
CN1c2ccccc2N(C)C1c1c(O)ccc2ccccc12	-1	34	-7	9	-3	-1.1	-0.5	-0.2	18
CC(C)(C)C(=O)Nc1cc(NC(=O)C(C)(C)C)cc(C(=O)Nc2cc(C(=O)O)cc(C(=O)O)c2)c1	-4	16	-2	/	-21	1.8	1.5	-0.2	17
O=C(CSc1ncnc2c1cnn2-c1ccc(F)cc1)NCc1ccc2c(c1)OCO2	-4	89*	6	-16	-23	1.4	0.3	1.1	39
CCn1c(=O)n(CC)c2cc(S(=O)(=O)NCCOc3ccccc3)c(C)cc21	2	15	-10	-9	-19	-1.2	0.1	1.0	26
COC(=O)c1ccccc1NC(=O)CSc1nc2cccnc2n1C	-5	4	0	-9	-3	0.0	1.6	0.8	6
Cc1ccc(CSCC(=O)N2CCN(Cc3ccc4c(c3)OCO4)CC2)cc1	9	25	-7	1	-15	0.4	-0.5	0.6	22
Cc1nc(SCC(=O)N(C)C2CCCCC2)[nH]c(=O)c1Cc1ccccc1	0	-5	-10	-12	-10	-0.4	0.1	-0.1	22
O=C(c1cc2c(ccc3ccccc32)o1)N1CCN(c2ncc(C(F)(F)F)cc2Cl)CC1	0	24	-10	-9	-21	0.8	-0.6	0.6	15
O=C(O)c1ccc(OCC(O)Cn2c3ccccc3c3ccccc32)cc1 (centres undefined)	-1	12	-12	-11	-2	-1.5	0.9	1.1	-3
CCOC(=O)[C@@H]1C(c2c(OC)cc(OC)cc2OC)=NO[C@@H]1C(=O)OCC	-7	24	1	-12	3	0.4	1.9	0.5	-2
COc1cccc(CNS(=O)(=O)/C=C/c2ccc3c(c2)OCO3)c1	3	-19	-12	-8	-7	-3.6	0.3	0.6	7
N#CC(C(=O)NC1CCCCC1)=C1CCCCC1	1	21	-7	6	-6	1.5	-2.2	-0.1	-2
